High-throughput results (PubChem BioAssay)
DDE Tn7 FP inh: inhibitors of Tn7 peptide binding to fibrin DD(E), primary screen, biochemical, fluorescence polarization, human fibrin, Tn7 probe. Fibrinogen beta chain (Homo sapiens), P02675. FP displacement of FITC-Tn7 peptide from fibrin DD(E); 0% = median of compound wells per plate. inhibition, % at 8.3 µM. 370,000 tested, 0.13% active. AID 720508, 2013;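 active = inhibition above the mean of compounds falling within the control limits plus 3 SD of them, cut at about 14% in these data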;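 also: 0% = plate median of compound wells and 100% = 10 µM Aha-Tn7 peptide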
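Test system: human clot-derived fibrin DD(E) complex / Quantity: 2 µM final DD(E) protein / Incubation: 10 min plus 3 h, room temperature / Measured by: fluorescence polarization / Benchmarks: high control of 10 µM Aha-Tn7 peptide / Replicates: singlicate testing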
TDP2 inh: human TDP2 enzyme inhibitors, primary screen, biochemical, epi absorbance, recombinant enzyme; 370,000 tested, 0.34% active; inhibition, % at 12.8 µM; Tyrosyl-DNA phosphodiesterase 2 (Homo sapiens), O95551; T5PNP hydrolysis, p-nitrophenol absorbance 415 nm;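 active = inhibition above the mean of all tested compounds plus 3 SD, set per campaign, cut at about 25% in these data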;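 also: 0% = DMSO with enzyme and 100% = buffer with substrate but no TDP2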
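System: recombinant human TDP2 / Amount: 120 nM TDP2 per well / Also added: 5 mM T5PNP chromogenic substrate / Doses: 12.8 µM single point, 1% DMSO / Incubation: 2 h at 37 °C / Detection: p-Nitrophenol epi absorbance / Evaluation: % inhibition relative to enzyme-containing and enzyme-free wells / Repeats: singlicate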
DDE Tn6 FP inh: inhibitors of Tn6 peptide binding to fibrin DD(E), primary screen, biochemical, fluorescence polarization, human fibrin, Tn6 probe; 370,000 tested, 0.21% active; Fibrin DD(E) TRITC-Tn6 fluorescence polarization displacement; Fibrinogen beta chain (Homo sapiens), P02675; inhibition, % at 8.3 µM;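 active = inhibition above a per-campaign cutoff: mean of compounds within control limits plus 3 SD, cut at about 15% in these data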;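 also: 0% = median of all compound wells on the plate and 100% = blocking peptide control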
ADAM17 inh: ADAM17 inhibitors, primary screen, biochemical, QFRET | Disintegrin and metalloproteinase domain-containing protein 17 (Homo sapiens), P78536 | recombinant ADAM17, EDANS/DABCYL FRET peptide cleavage | inhibition, % at 6.95 µM | 370,000 tested, 0.83% active | AID 720648, 2013;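 active = inhibition above the mean of compounds lying between control limits plus 3 SD, set per campaign, cut at about 8.5% in these data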;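 also: 0% = DMSO-only wells as the low control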
ADAM10 inh: human ADAM10 inhibitors, primary screen, biochemical, QFRET, HTS; 370,000 tested, 0.62% active; inhibition, % at 7 µM; AID 720582, 2013; recombinant ADAM10, EDANS/DABCYL FRET peptide cleavage, 3 h;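 active = inhibition above a per-campaign cutoff equal to the mean of compounds falling between control-based bounds plus 3 SD, cut at about 20% in these data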;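 also: 0% = DMSO wells while the 100% control is not disclosed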
Target sequence (O14672 214-748 limits assumed): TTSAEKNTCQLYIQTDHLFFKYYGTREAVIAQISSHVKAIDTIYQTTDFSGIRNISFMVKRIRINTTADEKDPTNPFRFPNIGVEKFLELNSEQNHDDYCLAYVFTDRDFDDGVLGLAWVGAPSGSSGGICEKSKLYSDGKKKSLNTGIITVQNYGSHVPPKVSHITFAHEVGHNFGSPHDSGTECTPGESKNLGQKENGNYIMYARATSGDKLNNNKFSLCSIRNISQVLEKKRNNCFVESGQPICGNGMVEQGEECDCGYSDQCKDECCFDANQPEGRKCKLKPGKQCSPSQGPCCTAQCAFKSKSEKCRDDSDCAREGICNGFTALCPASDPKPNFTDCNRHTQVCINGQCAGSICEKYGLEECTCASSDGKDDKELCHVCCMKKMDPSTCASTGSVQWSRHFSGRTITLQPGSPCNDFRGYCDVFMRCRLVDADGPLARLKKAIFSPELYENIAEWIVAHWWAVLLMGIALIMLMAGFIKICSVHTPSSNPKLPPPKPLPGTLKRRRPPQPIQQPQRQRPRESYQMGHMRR
PLC-gamma1 inh: PLC-gamma1 enzyme inhibitors, primary screen, biochemical, fluorescence, purified enzyme; fluorogenic substrate; 370,000 tested, 0.84% active; inhibition, % at 12.2 µM; AID 720700, 2013; in the data active = inhibition above about 9.5%
LEDGF integ inh: blockers of LEDGF/p75-dependent integrase strand transfer – biochemical, TR-FRET, high throughput, primary screen; inhibition, % at 3.7 µM; 370,000 tested, 0.64% active; TR-FRET IN-LEDGF/p75 DNA integration, Eu/Cy5;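 active = inhibition above the screen-wide mean plus 3 SD, cut at about 13% in these data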;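 also: signal is the Cy5 over europium emission ratio at 671 and 618 nm; 0% = plate median of compound wells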
ASAP1 GAP inh: inhibitors of human ASAP1 ArfGAP activity, primary screen, biochemical, fluorescence polarization | 360,000 tested, 0.19% active | inhibition, % at 16.5 µM | ASAP1-stimulated ARF1 GTP hydrolysis, GDP FP detection; in the data active = inhibition above about 25%;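 also: 0% = vehicle with enzyme and substrate and 100% = no enzyme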
Target sequence (Q9ULH1 325-724 limits assumed): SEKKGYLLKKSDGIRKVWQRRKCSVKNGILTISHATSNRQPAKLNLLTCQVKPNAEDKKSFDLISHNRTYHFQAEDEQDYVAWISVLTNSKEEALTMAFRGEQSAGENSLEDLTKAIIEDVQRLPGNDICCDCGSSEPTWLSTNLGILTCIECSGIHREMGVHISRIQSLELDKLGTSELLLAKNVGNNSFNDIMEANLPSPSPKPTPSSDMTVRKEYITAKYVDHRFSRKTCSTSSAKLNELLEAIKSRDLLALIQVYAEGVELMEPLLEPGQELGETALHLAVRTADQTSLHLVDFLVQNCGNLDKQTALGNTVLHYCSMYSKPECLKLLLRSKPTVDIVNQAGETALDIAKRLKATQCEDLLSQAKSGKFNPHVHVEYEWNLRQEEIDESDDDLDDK
proKLK7 act: proKLK7 zymogen activators, primary screen, biochemical, fluorescence intensity | Kallikrein-7 (Homo sapiens), P49862 | purified proKLK7, EDANS-DABCYL substrate fluorescence; 100% is mature enzyme control, 0% vehicle | activation, % at 7 µM | 370,000 tested, 0.9% active | AID 652039, 2013;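 active = activation above the mean of all tested compounds plus 3 SD, computed per campaign excluding outliers beyond control limits, cut at about 13% in these data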
ARFGAP1 inh: inhibitors of rat ARFGAP1 GAP activity, primary screen, biochemical, fluorescence polarization, GDP tracer. ADP-ribosylation factor GTPase-activating protein 1 (Rattus norvegicus), Q62848. Arfgap1-stimulated ARF1 GTP hydrolysis, GDP FP detection. inhibition, % at 16.5 µM. 360,000 tested, 0.26% active;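 active = inhibition above a per-plate limit, mean inhibition of low control wells plus 3 SD, cut at about 25% in these data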;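 also: 0% = DMSO wells with enzyme and 100% = wells lacking Arfgap1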
Target sequence (Q62848 1-136 limits assumed): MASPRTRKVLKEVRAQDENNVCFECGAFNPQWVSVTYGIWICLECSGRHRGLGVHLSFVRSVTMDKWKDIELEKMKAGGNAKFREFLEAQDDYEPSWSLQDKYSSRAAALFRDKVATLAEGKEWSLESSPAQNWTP
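Repeats: one replicate per compound; assay system: rat Arfgap1 catalytic domain, aa 1-136; times: enzyme reaction 120 min at 25 °C after 20 min preincubation; detection: FP of antibody-bound GDP Alexa 633 tracer, ex 620/em 688 nm; benchmarks: high control wells lacking Arfgap1, low control full reaction with DMSO; reagent: human ARF1(Δ1-17)-GTP substrate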
The depositor's hits bear a star; i = inactive; & = joins results of further samples; ! = not active in a repeat. These rows are one share of the data, so the mix of outcomes need not match the whole.

SMILES	DDE Tn7 FP inh	TDP2 inh	DDE Tn6 FP inh	ADAM17 inh	ADAM10 inh	PLC-gamma1 inh	LEDGF integ inh	ASAP1 GAP inh	proKLK7 act	ARFGAP1 inh
OCCCCO	0	-10	6	-6	-11	-2	i	6	0.6	3
Cc1ccc2nsnc2c1-n1c(C)nc2ccccc2c1=O	-1	0	11	1	5	1	0	16	0.5	-1
CN1CCCN(C(=O)COc2ccc(F)cc2Cl)CC1	-4	6	4	-3	-14	0	-2	-10	0.1	2
COc1ccc2c(c1O)-c1c(OC)c(OC)cc3c1[C@H](C2)N(C)CC3	0	-11	5	-10	-17	-10	-1	-9	0.0	-6
CCn1ccnc1CN1CCCC(C(=O)c2cc(C)c(OC)c(C)c2)C1 (stereo not given)	-6	-9	-8	-2	2	2	6	-6	-0.5	8
N#Cc1cn(C2OC(CO)C(O)C2O)c2ncnc(N)c12 (stereo not given)	0	-2	10	-3	-6	-4	-2	-3	0.0	-2
COc1ccc(/C=C2/C(=O)NC(=O)N(c3ccc(C)c(C)c3)C2=O)cc1CN1C(=O)c2ccccc2C1=O	5	-2	-1	-4	-10	-12	-2	-6	-1.6	11
CSc1ccc(C(c2c(O)c3ccccc3oc2=O)c2c(C)n(C)n(-c3ccccc3)c2=O)cc1 (stereo not given)	0	-16	5	0	6	-2	4	9	-0.1	6
Fc1cccc(C2NCc3ccccc3-n3cccc32)c1 (stereo not given)	3	-10	9	1	7	4	-1	-7	-0.5	-16
Cc1ccc(-c2nn(Cc3ccccc3)cc2C(=O)O)cc1	1	7	2	-2	3	2	-2	-2	0.7	-10
Cc1cccn2c(=O)c3c(nc12)N1CCCCC1C1(C3)C(=O)N(C)C(=O)N(C)C1=O (stereo not given)	-1	6	-7	-8	-28	-14	2	12	1.4	9
O=[N+]([O-])c1ccc(N2CCCC(C(F)(F)F)C2)c2ccncc12 (stereo not given)	1	-3	-4	2	6	-1	-1	0	0.3	0
COCCCn1c(-c2ccc(OC)cc2)cc(C(=O)NC2CCCCCCC2)c1C	0	5	2	4	-1	-1	-4	12	0.4	-9
O=c1[nH]c(O)c(/C=C2\C=NN=C2c2ccccc2)c(=O)[nH]1	-1	-1	-2	-3	-3	0	0	6	-0.4	7
NP(=O)(Nc1ccccc1)Nc1ccccc1	7	-4	6	-5	-2	0	0	2	-0.7	2
O=C(COc1ccc(S(=O)(=O)N2CCOCC2)cc1)N1CCN(Cc2ccc3c(c2)OCO3)CC1	-3	10	-13	-4	3	-1	0	-5	0.4	6
CC1C(=O)OC2CCN3CC4OC4(COC(=O)C(C)(O)C1(C)O)C23 (stereo not given)	-3	0	-3	0	-14	4	-2	5	-1.3	5
COc1ccc(/C=C/C=C2C(=O)NC(=S)NC2=O)cc1	3	10	2	-7	-16	-27	-1	3	0.7	-13
CCOC(=O)C1(CCOc2ccccc2)CCN(C2Cc3ccccc3C2)CC1	-8	-17	-3	6	5	4	1	-9	-0.3	-3
CC(N)Cc1c[nH]c2ccc(O)cc12 (stereo not given)	-6	-3	-4	-3	3	-1	4	-6	0.8	8
CCN1CCN(c2ccc(N)cc2)CC1	7	32*	4	-2	-3	-13	0	-1	0.3	-11
Cn1c(O)c(C=NCCCCCCCCCCC(=O)O)c(=O)n(C)c1=O	2	-23	2	-7	-1	6	-3	-9	-0.2	5
Cc1nc2ccccc2c(=O)n1-c1ccc(F)cc1F	1	-4	-2	1	4	3	4	-2	-0.3	-2
NC(=O)c1cn(C2CCCCC2)c2ccccc2c1=O	-8	5	1	-4	3	0	2	-4	0.2	-5
CC(Cc1cccs1)NCc1ccc(Cl)cc1 (stereo not given)	-6	5	-4	-3	0	2	0	5	-0.6	-14
CCc1ccc(N2C(=O)NC(=O)/C(=C/c3cccn3CCOc3ccc(C)cc3)C2=O)cc1	12	3	-9	-2	-3	-5	-2	4	-0.8	-7
COc1cc(-n2c(=S)[nH]c3ccccc3c2=O)c(Cl)cc1Cl	-4	-1	-1	2	-1	-3	3	3	0.0	6
Fc1ccc(C2NCCc3[nH]cnc32)cc1 (stereo not given)	-1	8	1	0	0	3	3	-1	-0.3	3
O=C1NC(=O)N(Cc2ccccc2)C(=O)/C1=C\c1ccco1	5	12	2	-1	-8	-14	6	9	0.1	-10
CCOc1cc(CNCCc2c[nH]c3ccccc23)cc(Cl)c1OC	4	-12	-8	-2	9	4	-4	5	0.4	17
CCCC(=O)C1C(=O)NC(=O)NC1=O	3	9	3	0	3	3	2	-7	-1.0	-8
Cc1ccc(-c2nc3ccc(Cl)cc3n2OC(=O)N(C)C)cc1	1	7	-3	-2	7	0	4	10	0.1	9
COC(=O)CCCC(NC(=S)N1CC2C[C@@H](C1)Cn1c2cccc1=O)C(=O)OC (stereo not given in full)	1	5	1	0	3	5	6	-21	-0.4	-6
Clc1cccc(Cl)c1NC1=NCCS1	2	-7	-7	0	-18	0	-1	2	0.5	-9
CC(C)CCNC(=O)CN1C(=O)CN=C(c2ccccc2)c2ccccc21	-2	1	-1	1	2	4	5	4	-0.2	-4
CN(C)c1nc(N(C)C)nc(N(C#N)CCCl)n1	0	2	-4	0	-1	0	-2	8	0.0	9
CCCCCn1c(=O)c(C(=O)Nc2ccccn2)c(O)c2ccccc21	-1	1	-7	-3	-10	1	1	-1	0.2	1
COc1cccc(C(=O)N2CCC3(CC2)OCCO3)c1	-4	2	12	-2	-3	-1	0	7	0.3	1
CC(=NCC1CCCO1)c1c(O)n(Cc2ccccc2)c(=O)[nH]c1=O (stereo not given)	-6	-3	3	-1	-8	2	3	3	-0.4	12
CC(C)C(O)(C(=O)OCC1=CCN2CCC(O)C12)C(C)O (stereo not given)	-4	-10	-1	1	-9	1	1	10	-0.4	9

Of the compounds above, 5 have four or more nitrogen atoms.
SMILES	DDE Tn7 FP inh	TDP2 inh	DDE Tn6 FP inh	ADAM17 inh	ADAM10 inh	PLC-gamma1 inh	LEDGF integ inh	ASAP1 GAP inh	proKLK7 act	ARFGAP1 inh
Cc1ccc2nsnc2c1-n1c(C)nc2ccccc2c1=O	-1	0	11	1	5	1	0	16	0.5	-1
N#Cc1cn(C2OC(CO)C(O)C2O)c2ncnc(N)c12 (stereo not given)	0	-2	10	-3	-6	-4	-2	-3	0.0	-2
Cc1cccn2c(=O)c3c(nc12)N1CCCCC1C1(C3)C(=O)N(C)C(=O)N(C)C1=O (stereo not given)	-1	6	-7	-8	-28	-14	2	12	1.4	9
O=c1[nH]c(O)c(/C=C2\C=NN=C2c2ccccc2)c(=O)[nH]1	-1	-1	-2	-3	-3	0	0	6	-0.4	7
CN(C)c1nc(N(C)C)nc(N(C#N)CCCl)n1	0	2	-4	0	-1	0	-2	8	0.0	9

(continued)
SMILES	DDE Tn7 FP inh	TDP2 inh	DDE Tn6 FP inh	ADAM17 inh	ADAM10 inh	PLC-gamma1 inh	LEDGF integ inh	ASAP1 GAP inh	proKLK7 act	ARFGAP1 inh
Cc1n[nH]c(C)c1CCN	4	9	1	-6	4	0	3	4	0.1	-2
O=C(c1ccccc1)C(CN1CCCC1)c1ccccc1 (stereo not given)	5	-7	5	-3	0	4	-1	-9	-0.6	-4
COc1cc(C(=O)OC2C[C@H]3CC[C@@H](C2)N3C)ccc1O (stereo not given in full)	-12	2	-5	-6	-3	1	-4	20	-0.4	6
O=[N+]([O-])c1ccc(N2CCOCC2)c2cccnc12	1	-2	3	1	4	0	0	3	0.1	6
OC1(c2ccc(F)cc2)CCNC1 (stereo not given)	-2	7	5	-6	-6	3	-4	-1	-1.1	12
O=C(c1cc2cc3ccc(Cl)cc3nc2o1)N1CCC2(CC1)OCCO2	-4	-7	2	-5	-6	-1	0	0	-1.2	1
O=S(=O)(c1ccccc1)N1CN2CCN(C2)C1	-2	-7	6	1	4	4	-1	-1	-0.2	1
O=C1C(c2ccccc2)=C(N2CC2)c2ccccc21	-1	-6	4	1	9	2	0	2	0.3	5
CC[C@@H](CO)NC(=O)[C@@H]1C=C2c3cccc4c3c(cn4C)C[C@H]2N(C)C1	6&5	31*!	8&7	-105&-91	-371	-184&-141	25*!	-6&7	9.6&10	5&1
Cc1ccc(OP(=O)(NCc2ccccc2)Oc2ccc(C)cc2)cc1	-6	-9	0	2	3	8	2	8	0.1	3
CCc1nc2ccccc2c(=O)n1-c1ccc2ccccc2c1	5	-10	4	6	-3	-2	3	-3	-0.8	5
CC(=O)N1Cc2cnnn2-c2ccccc2C1(C#N)Cc1ccccc1 (stereo not given)	1	8	-7	-5	-8	0	-1	6	0.2	7
O=C1NC(=O)C2(CCN(c3ccccc3)CC2)C(=O)N1	4	6	6	-1	-5	-2	-3	-4	0.4	9
CCC(=O)c1cn(Cc2ccccc2)c2ccccc12	3	-10	6	-2	-7	-3	0	2	0.6	-6
CCc1ccc2nc(N3CCC(C(=O)N4CCC5(CC4)OCCO5)CC3)sc2c1	-1	6	-4	2	-4	0	0	7	0.3	0
CCC(CC)C1C(C#N)=C(N)Oc2c1c(=O)oc1ccccc21 (stereo not given)	-2	4	-1	-6	-14	-13	2	-5	1.2	4
CCOc1ccc(-n2c(O)c(/C=C3\C=Nc4ccccc43)c(=O)[nH]c2=O)cc1	-8	-3	-1	-5	0	-2	1	-13	-0.6	-6
CCCc1cc(=O)oc2cc(OCC(=O)N3C[C@H]4C[C@@H](C3)c3cccc(=O)n3C4)ccc12	8	6	2	-12	-60	-2	0	4	0.1	11
Cc1cccc(CN2CCCN(Cc3ccc(Cl)cc3)S2(=O)=O)c1	0	4	1	2	5	2	-2	14	0.0	-1
CO[C@H]1C=C2CCN(C)[C@H]2C2c3cc4c(cc3C(=O)O[C@@H]21)OCO4 (stereo not given in full)	3	-8	0	-14	-25	-4	2	4	-0.2	1
